From PubChem BioAssay
EBV gp42 inh = inhibitors of Epstein-Barr virus glycoprotein 42; Q1HVG2; Fluorescence polarization binding assay, mP read-out; inhibition, % (tested at 21.74 µM); 220,000 tested, 0.42% active; in the data active means inhibition above about 50%
Target sequence (Q1HVG2 whole entry, looked up): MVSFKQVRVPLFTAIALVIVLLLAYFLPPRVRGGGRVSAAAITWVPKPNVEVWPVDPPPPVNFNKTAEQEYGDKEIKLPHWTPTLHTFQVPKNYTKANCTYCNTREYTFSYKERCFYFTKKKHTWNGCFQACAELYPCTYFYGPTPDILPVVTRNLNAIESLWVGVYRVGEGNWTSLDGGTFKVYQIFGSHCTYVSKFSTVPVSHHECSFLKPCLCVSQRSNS
p47phox inh = p47phox (human) inhibition; p47phox/p22phox peptide binding, fluorescence polarization, 2 h; AID 1274; inhibition, % at 24.7 µM; P14598; 220,000 tested, 0.53% active;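 further: 0% = p47phox with labelled peptide and 100% = labelled peptide alone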
Target sequence (P14598 whole entry, looked up): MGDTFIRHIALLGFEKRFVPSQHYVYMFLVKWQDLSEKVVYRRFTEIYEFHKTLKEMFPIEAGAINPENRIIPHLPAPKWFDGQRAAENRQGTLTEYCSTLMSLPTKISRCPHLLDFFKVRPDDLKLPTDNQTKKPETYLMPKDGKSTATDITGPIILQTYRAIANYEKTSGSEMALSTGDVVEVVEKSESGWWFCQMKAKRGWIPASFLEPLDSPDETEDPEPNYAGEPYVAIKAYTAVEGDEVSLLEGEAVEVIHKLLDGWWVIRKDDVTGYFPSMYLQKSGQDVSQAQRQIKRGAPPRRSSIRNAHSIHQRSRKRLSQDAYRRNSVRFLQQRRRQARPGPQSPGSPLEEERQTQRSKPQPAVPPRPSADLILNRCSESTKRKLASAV
eIF4E-4G inh = inhibitors of eIF4E and eIF4G interaction in translation initiation. inhibition, % at 21.7 µM. TR-FRET eIF4E-eIF4GI(517-606) binding, 2 h. 220,000 tested, 0.37% active;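 further: 0% = full FRET control wells and 100% = background wells lacking eIF4GI fragment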
Furin inhibitor = inhibitors of human furin; AID 463115; P09958; purified furin, fluorogenic substrate cleavage; inhibition, % at 30 µM; 220,000 tested, 0.061% active; in the data active means inhibition above about 25%; further: inactives centre near -15
thrombin 1536 = blocks human thrombin protease activity | P00734 | alpha-thrombin, Boc-VPR-AMC fluorogenic substrate cleavage | inhibition, % at 5 µM | 220,000 tested, 0.26% active | AID 1046;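 active means inhibition at or above 40%; inactive means inhibition below 40%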;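 further: 0% = enzyme with no compound and 100% = wells without enzyme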
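Test system: human alpha-thrombin; medium: pH 7.5 Tris-saline with Tween 20; times: reaction at room temperature; signal: AMC fluorescence at 355 nm excitation and 460 nm emission; also added: Boc-VPR-AMC substrate, 15 µM final; dosing: one concentration per compound, 5 µM, with 0.2% DMSO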
14-3-3 Bad PPI = disrupts binding of bovine 14-3-3 zeta to phospho-Bad peptide. 220,000 tested, 0.71% active. TR-FRET 14-3-3zeta/Dy647-pBad peptide displacement, 1 h. P63103. inhibition, % at 21.7 µM;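 active means inhibition above about 70%, limit read from the data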;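 further: 0% = full 14-3-3 plus peptide FRET controls and 100% = background without 14-3-3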
KLK5 inh = kallikrein 5 (human) inhibition | 210,000 tested, 0.59% active | recombinant hK5, fluorogenic AMC substrate cleavage | inhibition, % at 5 µM;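 active means inhibition of 40% or more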;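 further: 0% = enzyme controls without compound and 100% = no-enzyme blanks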
Target sequence (Q9Y337 67-293 limits assumed): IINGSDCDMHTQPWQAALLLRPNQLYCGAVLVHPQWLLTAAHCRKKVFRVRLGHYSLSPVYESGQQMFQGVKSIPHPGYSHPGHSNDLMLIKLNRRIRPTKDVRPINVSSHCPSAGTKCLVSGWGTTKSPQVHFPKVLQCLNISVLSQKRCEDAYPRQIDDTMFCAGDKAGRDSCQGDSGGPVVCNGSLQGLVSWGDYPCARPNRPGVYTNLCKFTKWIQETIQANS
Rad51 HR inh = Rad51 (human) homologous recombination inhibition; Q06609; hRad51 DNA strand exchange, fluorescence dequenching; inhibition, % at 10 µM; 200,000 tested, 0.085% active;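 active means inhibition above 40% at the single screening dose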;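 further: 0% = DMSO control wells and 100% = blanks with heterologous ssDNA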
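Material: Human Rad51 nucleoprotein filaments preassembled on unlabelled ssDNA | Also added: Labelled 47-mer dsDNA for strand exchange | Dosing: Single dose, 10 µM final compound | Schedule: 30-min compound preincubation and 15-min exchange, both room temperature | Technique: Fluorescence dequenching at 485/520 nm | Measure: Percent inhibition relative to plate controls and blanks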
KCC2 mod = modulators of human KCC2 chloride dependent transport; 190,000 tested, 2.2% active; KCC2 cells, thallium flux FluoZin-2 fluorescence; AID 1456; Q9H2X9; B-score of Tl+ flux slope (higher = more flux/activation; lower = inhibition) at 10 µM;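 active means thallium flux slope and its plate-corrected score both differing from the plate sample mean at a set confidence after two filtering rounds, in either direction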;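 further: slope of fluorescence scaled to starting intensity during 10 to 20 s after thallium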
Numbers without * were called inactive; x = no result given; [ ] = dose if it differs, or a comment.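 How the source made its calls, unless noted: active means inhibition above about 30% (limit read from the data); inactive means the rest.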

Sequence of screens: EBV gp42 inh | p47phox inh | eIF4E-4G inh | Furin inhibitor | thrombin 1536 | 14-3-3 Bad PPI | KLK5 inh | Rad51 HR inh | KCC2 mod
- CCOC(=O)c1c(NC(=O)c2cc(C)on2)c2cc([N+](=O)[O-])ccc2n1C
  -12 | 3 | -3 | -11 | 1 | 45 | 2 | -7 | -0.13
- CCOC(=O)CSc1nnc(CNC(=O)c2cccc(C)c2)n1-c1ccccc1OC
  -7 | 1 | 2[fluorescence artefact?] | -14 | 1 | 9 | -4 | x | 0.025
- CCOC(=O)c1c(C)nc2c(c1-c1ccccc1)C(=O)CCC2
  -16 | -8 | -3 | -18[20 µM] | -4 | -6 | -1 | 1 | x
- CCc1nnc(N/N=C/c2cccs2)n1N
  8 | -1 | -5 | -20 | -4 | 10[fluorescence artefact?] | -12 | -1 | 0.29
- CSc1nsc(SCC(=O)Nc2ccccn2)n1
  -16 | -12 | -9 | -26 | -12 | 4[fluorescence artefact?] | -15 | -4 | 0.51
- Cc1ccc(C)n1-c1ccncc1
  0 | -13 | -6 | -25 | 5 | -16 | -6 | 1 | x
- CN(NC(=O)c1ccco1)c1nc2ccccc2nc1C(F)(F)F
  -8 | -1 | 1 | -10 | -11 | -9 | -5 | 3 | 0.44
- COc1ccc2c(COC(=O)c3n[nH]c4ccccc34)cc(=O)oc2c1
  -18 | -4 | -3 | -15[20 µM] | -1 | 16[fluorescence artefact?] | 15 | -7 | -2.1
- CCN(c1ccccc1)S(=O)(=O)c1ccc(Cl)c(NC(=O)CN2CCCCCC2)c1
  -13 | -26 | -1 | -19 | -3 | 24 | -2 | 17 | -0.37
- O=C(c1cccs1)N1CCN(c2ccccc2)CC1
  -16 | 0 | 0 | -26 | -1 | -2 | -2 | 0 | -0.99
- Cc1cc(=O)[nH]c(SCCCOc2ccccc2Cl)n1
  -14 | -12 | -6 | -11[20 µM] | 2 | 6 | -6 | -5 | x
- C/C(=N\O)C(=O)NCc1ccccn1
  -7 | -8 | -3 | -32[20 µM] | 1 | -2 | 11 | 5 | x
- O=C(NN(c1ccccc1)c1ccccc1)c1ccc([N+](=O)[O-])o1
  -8 | -7 | -6 | -15 | -5 | -13 | 4 | x | 1.1
- Nc1n[nH]c(N)c1N=Nc1cccc(F)c1
  -1 | -9 | 17[fluorescence artefact?] | 8 | -6 | -9 | -7 | 4 | 0.74
- CCc1ccc(-c2ccc(C(=O)C(F)(F)F)[nH]2)cc1
  -22 | -20 | -2 | -13 | -4 | 1 | -6 | 0 | x
- CC(=O)N1N=C(c2cccc(NS(C)(=O)=O)c2)CC1c1cccs1 (stereo unspecified)
  3 | -3 | 1 | -15 | -3 | -3 | -13 | 13 | -0.92
- Cc1cc(-c2ccn[nH]2)c(C)s1
  -16 | -14 | 1 | -33 | -5 | -8 | x | x | -1.2
- COc1ccc(CCNC(=O)CCNS(=O)(=O)c2cccc(Cl)c2)cc1OC
  4 | -4 | 0 | -20 | 1 | 2 | 6 | 10 | -0.25
- C=C(Cl)COc1ccc2c(C)cc(=O)oc2c1
  -15 | -9 | 3 | -25[20 µM] | 0 | 0 | -23 | 3 | x
- Cc1cc(NC(=O)COC(=O)[C@H](C)NC(=O)c2ccccc2)no1
  -16 | 0 | -1 | -19[20 µM] | 0 | 1 | 1 | 8 | -0.98
- COc1cc(/C=C/CN2CCC(CO)(CC3CCCCO3)CC2)ccc1O (stereo unspecified)
  -1 | -5 | -2 | -26 | -2 | 0 | 1 | -1 | -0.076
- CC(=O)Nc1ccc(S(=O)(=O)N2CCN(C(=O)N3CCCCCC3)CC2)cc1
  -22 | -3 | -8 | -15[20 µM] | -4 | 13 | -14 | -7 | 0.82
- CC[n+]1c(C)n(-c2ccccc2)c2ccc(C(=O)OC)cc21
  -7 | 3 | 3 | -33 | -5 | -3 | -16 | 5 | x
- O=c1[nH]c(=S)c2ncn(-c3ccccc3)c2[nH]1
  -9 | -27 | 8 | -10 | 1 | 0 | -2 | -14 | -0.051
- Cc1nn(C)c(C)c1CN(C)C(=O)C1(C)CC1(Br)Br (stereo unspecified)
  2 | -10 | 13 | 3 | -7 | -7 | -11 | -8 | -0.017
- O=C(CSCc1ccc(Cl)cc1)Nc1ccc(S(=O)(=O)N2CCCCCC2)cc1
  -6 | -23 | 3[fluorescence artefact?] | -9 | -2 | 0 | 0 | -2 | -1.7
- COC(=O)CCc1c(C)nc(N)[nH]c1=O
  -15 | -6 | -8[fluorescence artefact?] | -9[20 µM] | -6 | 5[fluorescence artefact?] | -10 | -1 | 1.5
- Cc1cccc(C)c1NC(=O)CN1C(=O)S/C(=C\c2cccn2-c2cccc(C(=O)O)c2)C1=O
  -7 | -10 | -5 | -12[20 µM] | 7 | 1 | -6 | -3 | x
- O=C(c1cccc(C(F)(F)F)c1)N1CCC(O)(CS(=O)(=O)Cc2ccc(Cl)cc2)CC1
  -6 | -7 | -1 | -10[20 µM] | -9 | -13 | -11 | -7 | -2.1
- CCc1oc(C(=O)O)cc1COC
  -6 | -4 | -15[fluorescence artefact?] | -24 | -4 | 14 | -1 | -1 | -0.78

Reprinted from the part before: six compounds; new compounds follow.
Sequence of screens: EBV gp42 inh | p47phox inh | eIF4E-4G inh | Furin inhibitor | thrombin 1536 | 14-3-3 Bad PPI | KLK5 inh | Rad51 HR inh | KCC2 mod
- Cc1nn(C)c(C)c1CN(C)C(=O)C1(C)CC1(Br)Br (stereo unspecified)
  2 | -10 | 13 | 3 | -7 | -7 | -11 | -8 | -0.017
- O=C(CSCc1ccc(Cl)cc1)Nc1ccc(S(=O)(=O)N2CCCCCC2)cc1
  -6 | -23 | 3[fluorescence artefact?] | -9 | -2 | 0 | 0 | -2 | -1.7
- COC(=O)CCc1c(C)nc(N)[nH]c1=O
  -15 | -6 | -8[fluorescence artefact?] | -9[20 µM] | -6 | 5[fluorescence artefact?] | -10 | -1 | 1.5
- Cc1cccc(C)c1NC(=O)CN1C(=O)S/C(=C\c2cccn2-c2cccc(C(=O)O)c2)C1=O
  -7 | -10 | -5 | -12[20 µM] | 7 | 1 | -6 | -3 | x
- O=C(c1cccc(C(F)(F)F)c1)N1CCC(O)(CS(=O)(=O)Cc2ccc(Cl)cc2)CC1
  -6 | -7 | -1 | -10[20 µM] | -9 | -13 | -11 | -7 | -2.1
- CCc1oc(C(=O)O)cc1COC
  -6 | -4 | -15[fluorescence artefact?] | -24 | -4 | 14 | -1 | -1 | -0.78
- Cc1cc(=O)[nH]c(SCC(=O)OCc2ccccc2)c1C#N
  -8 | -3 | -1 | -33 | -8 | 0 | 2 | 7 | -0.12
- CCCCOc1ccc(/C=N/NC(=S)Nc2cccc(C)c2C)cc1
  -8 | -11 | -3 | -12[20 µM] | 4 | -7 | -2 | -5 | 0.5
- COc1ccccc1-c1cc(C(F)(F)F)nc(NCc2cccs2)n1
  -9 | 0 | 1 | -13 | -5 | 1 | -6 | -34 | -0.16
- O=C(Nc1ccc(Cl)c(Cl)c1)c1csc(-c2ccccc2)n1
  -11 | -2 | 10[fluorescence artefact?] | -22[20 µM] | 1 | 5[fluorescence artefact?] | -37 | x | x
- CNc1nc(C)c(C(C)=O)cc1C#N
  -11 | -9 | 1 | -12[20 µM] | 4 | -5 | -1 | -6 | 0.11
- O=S(=O)(NCC(Nc1ccc(Cl)cc1)c1ccccc1)c1ccc(Cl)cc1 (stereo unspecified)
  -3 | -10 | 6 | -7 | 0 | 3 | -24 | -1 | 0.00016
- CCN(CC)S(=O)(=O)c1cc(NC(=O)C(=O)c2c(-c3ccccc3)cc3ccccn23)ccc1C
  3 | -30 | -23 | -4[20 µM] | 1 | -6 | 2 | 7 | -0.21
- COc1cccc(NC(=O)Cn2c(=O)n(CC3CCCO3)c(=O)c3ccccc32)c1 (stereo unspecified)
  -7 | -12 | 0 | -24[20 µM] | -1 | -1 | -6 | 5 | 0.94
- CC(C)(C)c1ccc(/C=N/NC(=O)Cc2c[nH]c3ccccc23)cc1
  4 | -6 | -3 | -18[20 µM] | -3 | -2 | -16 | -4 | 0.12
- CCOC(=O)C1(Cc2ccccc2C)CCCN(C(=O)CCn2nccc2C)C1 (stereo unspecified)
  -16 | -2 | -3 | -32 | 0 | -18 | 2 | 0 | -1
- CCc1ccc(NC(=S)Nc2cc(OC)c(NC(=O)C(C)C)cc2OC)cc1
  0 | -21 | 2 | -20 | -6 | -8 | 4 | -4 | -2.2
- Cc1ccc(N/N=C/c2cccnc2)cc1
  -12 | 0 | 16 | -16 | -4 | -13[fluorescence artefact?] | -10 | 8 | -0.27
- COc1ccc(CCNC(=O)CSc2nnc(C(C)N(C)C)n2Cc2ccccc2)cc1OC (stereo unspecified)
  -16 | 0 | 2 | -21 | -6 | 1 | -7 | -3 | 0.78
- COC(=O)c1c(C)c[nH]c1C
  -10 | 0 | 1 | -13 | 4 | 0 | 5 | x | 0.82
- S=c1[nH]nc(-c2ccco2)n1/N=C/c1ccccc1
  -9 | 0 | 0 | -13 | -1 | -2 | -1 | 7 | 4.7
- COc1ccc(C(N)=S)cc1
  2 | -4 | -2 | -3 | -5 | -3 | -1 | 1 | 0.99
- CC(=O)Nc1ccc(C)c(NS(=O)(=O)c2cccc(C(F)(F)F)c2)c1
  -9 | 1 | -1 | -19 | -7 | -10 | -1 | 17 | x
- CCCCn1c(O)c(N=NC(=O)c2ccco2)c2ccccc21
  -14 | -17 | -6 | -28 | -3 | -6[fluorescence artefact?] | -6 | 22 | -0.66
- CCOc1ccc(OCCSc2nnnn2-c2ccccc2)cc1
  10 | 3 | 9 | -1[20 µM] | -5 | -11 | -13 | 2 | -0.09
- COc1ccc(N(C(C)=O)C2C=CS(=O)(=O)C2)c(OC)c1 (stereo unspecified)
  -20 | -3 | 2 | -24 | -1 | 0 | -3 | 1 | -0.15
- Cc1ccc(-n2ccc(-c3nn(-c4ccccc4)ccc3=O)n2)cc1
  4 | 6 | -2 | -15 | -5 | -13 | -14 | 18 | -0.63
- COc1ccc(Cc2nnc(SCC(=O)N3CCCC(C)C3)o2)cc1 (stereo unspecified)
  6 | 3 | 3 | -19 | -1 | 33 | -4 | -164 | 1.7
- CC(=O)Nc1ccc(S(=O)(=O)Oc2ccc(/C=N/N=C3/NC(=O)C(CC(=O)O)S3)cc2)cc1 (stereo unspecified)
  4 | 1 | -4 | -19 | -6 | -2 | -4 | 20 | -0.71
- COC(=O)C(Cc1c[nH]c2ccccc12)N1CCS(=O)(=O)CC1 (stereo unspecified)
  2 | -11 | -1 | -22 | 4 | -17 | -7 | 18 | 0.086
- O=C(c1cc(COc2c(F)cccc2F)on1)N1CCSCC1
  -13 | -15 | 4 | -17 | -4 | -5 | 3 | x | -0.93
- CCc1nc(N2CCC3(CC2)OCCO3)c2nnn(Cc3ccccc3)c2n1
  -8 | -2 | -2 | -14 | -2 | -2 | -1 | 2 | -1.3

Four entries picked at random from those above:
Sequence of screens: EBV gp42 inh | p47phox inh | eIF4E-4G inh | Furin inhibitor | thrombin 1536 | 14-3-3 Bad PPI | KLK5 inh | Rad51 HR inh | KCC2 mod
- COC(=O)C(Cc1c[nH]c2ccccc12)N1CCS(=O)(=O)CC1 (stereo unspecified)
  2 | -11 | -1 | -22 | 4 | -17 | -7 | 18 | 0.086
- CCOC(=O)C1(Cc2ccccc2C)CCCN(C(=O)CCn2nccc2C)C1 (stereo unspecified)
  -16 | -2 | -3 | -32 | 0 | -18 | 2 | 0 | -1
- CCOc1ccc(OCCSc2nnnn2-c2ccccc2)cc1
  10 | 3 | 9 | -1[20 µM] | -5 | -11 | -13 | 2 | -0.09
- O=C(c1cc(COc2c(F)cccc2F)on1)N1CCSCC1
  -13 | -15 | 4 | -17 | -4 | -5 | 3 | x | -0.93

Random draw from the library. Share with any hit: about 4.7%.
